AID2073 = inhibitors of Mint1-CaV2.2 protein interaction, biochemical, HTRF (AID 2073); HTRF protein-protein interaction, Mint1-CaV2.2; higher % means a stronger effect; inhibition, % at 20 µM; hits with a dose series show IC50 in µM; 290,000 tested, 0.19% active; in the data active = inhibition mostly above about 51%, no sharp cut-off; inconclusive = no clear call, values can overlap the other calls; inactive = mostly below about 53%; also: some results filed as inactive read as strong as hits
NTR1 agonist = NTR1-driven beta-arrestin-GFP spot formation – imaging, U2OS cells, high content, primary screen (AID 493036); agonist mode; activation, % at 20 µM; 330,000 tested, 0.17% active;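 active = activation at or above 40% of the spot to cytoplasm intensity ratio, with at least 20 cells analyzed; inconclusive = wells under 20 cells, flagged as cytotoxic or low count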;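 also: 0% = DMSO without peptide and 100% = 100 nM NTR1 peptide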
Target sequence (P30989 whole entry, looked up): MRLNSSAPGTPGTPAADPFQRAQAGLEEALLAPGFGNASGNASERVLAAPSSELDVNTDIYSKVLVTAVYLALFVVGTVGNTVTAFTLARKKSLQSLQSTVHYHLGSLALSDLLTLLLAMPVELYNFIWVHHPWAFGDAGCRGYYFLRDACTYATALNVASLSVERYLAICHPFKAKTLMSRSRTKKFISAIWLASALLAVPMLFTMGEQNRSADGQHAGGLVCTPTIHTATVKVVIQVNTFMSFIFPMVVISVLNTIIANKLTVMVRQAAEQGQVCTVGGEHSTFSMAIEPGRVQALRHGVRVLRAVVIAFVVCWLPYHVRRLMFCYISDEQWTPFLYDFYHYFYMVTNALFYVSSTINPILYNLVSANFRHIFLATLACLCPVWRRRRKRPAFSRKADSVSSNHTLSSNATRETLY
West Nile antiviral = inhibition of WNV-induced cytopathic effect – cell-based, CPE readout (AID 1621); CPE inhibition, % at 10 µM; hits with a dose series show IC50 in µM; 290,000 tested, 0.02% active; West Nile virus-infected cells, CPE inhibition; higher % means a stronger effect; in the data active = a potency from the dose series; inconclusive = CPE inhibition mostly from about 3.7% at the one dose, without a potency; inactive = the rest, 99 in 100 with CPE inhibition below about 2.2%; also: strong numbers were not always called active
UTI89 phage lysis = protection from phage-mediated lysis, alamar blue read-out – E. coli UTI89, K1F phage, bacterial capsule biogenesis inhibitors (AID 488966). inhibition, % at 100 µM; hits with a dose series show IC50 in µM. E. coli UTI89 K1F phage lysis, alamar blue, 2 h; higher % means a stronger effect. 340,000 tested, 0.02% active;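 active = phage lysis inhibition, versus mean bacterial control, above a set limit; inconclusive = no clear call, values can overlap the other calls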;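 also: capsule biogenesis inhibitors block K1F phage lysis so surviving cells raise fluorescence; higher fluorescence means more inhibition of phage lysis; actives were called in the ten point dose series up to 300 µM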
SV40 large T antigen = TAg ATPase/helicase activity blockers – biochemical (AID 1903); 310,000 tested, 0.39% active; SV40 large T antigen ATPase/helicase inhibition assay; higher % means a stronger effect; inhibition, % at 20 µM, or IC50 in µM where a hit was titrated; in the data active = a potency from the dose series; inconclusive = inhibition mostly from about 32% at the one dose, without a potency; inactive = the rest, 99 in 100 with inhibition below about 32%; also: strong numbers were not always called active
RSV CPE inhibition = RSV antiviral activity via CPE protection, HEp-2 cells, primary 10 µM value included (AID 2391); HEp-2 cells, RSV-induced CPE inhibition; higher % means a stronger effect; CPE inhibition, % at 10 µM; hits with a dose series show IC50 in µM; 310,000 tested, 0.13% active; in the data active = a potency from the dose series; inconclusive = CPE inhibition mostly from about 23% at the one dose, without a potency; inactive = the rest, 99 in 100 with CPE inhibition below about 21%; also: strong numbers were not always called active
Siah-1 displacement = Siah-1 peptide-binding antagonists, primary screen, biochemical, fluorescence polarization, rhodamine-plectin, uHTS (AID 1817). Siah-1 / rhodamine-plectin peptide fluorescence polarization; higher % means a stronger effect. displacement, % at 20 µM; hits with a dose series show IC50 in µM. 290,000 tested, 0.02% active;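 active = displacement of at least 50% at 20 µM, with a fluorescence ratio check between 0.3 and a set limit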;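 also: plate controls were Siah plus tracer with DMSO for no effect and tracer alone without Siah for full effect; strong numbers were not always called active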
Rac1 GTP hydrolysis = MgcRacGAP GTPase-activating activity inhibitors, confirmation, biochemical, ADP Hunter fluorescence; MgcRacGAP-stimulated Rac1 GTP hydrolysis, ADP Hunter fluorescence; higher % means a stronger effect; GST-tagged Rac1 F28L mutant substrate; inhibition, % at 30 µM; hits with a dose series show IC50 in µM; 340,000 tested, 0.6% active; AID 624330;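 active = first-screen hits whose inhibition reached a set limit at any dose in the follow-up dose series; inconclusive = inhibition above the set first-screen limit but never retested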;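 also: fluorescence reports GDP produced by GAP-driven GTP hydrolysis; strong numbers were not always called active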
NS5 inhibitors = flavivirus cap methylation enzyme inhibition – biochemical, confirmation dose response, primary screen (AID 588689) | 340,000 tested, 0.3% active | one-dose inhibition, % at 25 µM; IC50 in µM for titrated hits | Dengue-2 NS5 methyltransferase capping enzyme assay, biochemical; higher % means a stronger effect; in the data active = a potency from the dose series; inconclusive = inhibition above about 29% without an active follow-up result
NTR1 agonist cell count 20 µM = second read-out of NTR1 agonist, no call of its own (marks repeat the call); cell count; measured here: cell count, cytotoxicity flag
NS5 inhibitors pilot replicate = recorded beside NS5 inhibitors, whose call it bears; inhibition, %; measured here: pilot screen replicate inhibition
The depositor's hits bear a star; & = joins results of further samples; [ ] = remark or other dose.

`CC(=O)c1c(C)[nH]c(C(=O)N2CCCC(C)C2)c1C` (stereo unspecified) gave AID2073 1%, NTR1 agonist -0.3, West Nile antiviral -0.7%, UTI89 phage lysis 0.0%, SV40 large T antigen 8%, RSV CPE inhibition 0.7%, Siah-1 displacement 0%, Rac1 GTP hydrolysis 5%, NS5 inhibitors 2% and NTR1 agonist cell count 20 µM 97.
COc1cccc(-c2sc3ccc(OC)cc3c2-c2ccc(OCCN(C)C)cc2)c1 was read as NTR1 agonist 15, UTI89 phage lysis -2.1%, Rac1 GTP hydrolysis 5%, NS5 inhibitors -4% and NTR1 agonist cell count 20 µM 47.
COc1ccc(C(=O)N(CC2CCCO2)C(C(=O)NC2CCCC2)c2ccc(Cl)cc2)cc1OC (stereo unspecified) was read as AID2073 -5%, NTR1 agonist 2.5, West Nile antiviral -1.1%, UTI89 phage lysis -0.5%, SV40 large T antigen 6%, RSV CPE inhibition 6.5%, Siah-1 displacement 1%, Rac1 GTP hydrolysis -14%, NS5 inhibitors 10%, NTR1 agonist cell count 20 µM 76 and NS5 inhibitors pilot replicate 0.9.
Screening CCCCCC(=O)Nc1ccc2ccccc2c1 returned AID2073 -1%, NTR1 agonist -1.1, West Nile antiviral 0.7%, UTI89 phage lysis 1.6%[50 µM], SV40 large T antigen 23%, RSV CPE inhibition 3.0%, Siah-1 displacement 12%, Rac1 GTP hydrolysis 6%, NS5 inhibitors -1% and NTR1 agonist cell count 20 µM 60.
Cc1cc(OCC(=O)NCc2ccncc2)c2c(C)cc(=O)oc2c1 was read as AID2073 25%, NTR1 agonist -0.4, West Nile antiviral -0.2%, UTI89 phage lysis -0.3%, SV40 large T antigen 6%, RSV CPE inhibition 5.8%, Siah-1 displacement 2%, Rac1 GTP hydrolysis 2%, NS5 inhibitors 2% and NTR1 agonist cell count 20 µM 56.
For Cc1c(C(=O)N(Cc2ccccc2)Cc2cccnc2)cnn1-c1ccc(F)cc1 the results were AID2073 9%, NTR1 agonist 0.2, West Nile antiviral 0.2%, UTI89 phage lysis 1.0%, SV40 large T antigen 8%, RSV CPE inhibition 0.8%, Siah-1 displacement 0%, Rac1 GTP hydrolysis 0%, NS5 inhibitors 1% and NTR1 agonist cell count 20 µM 49.
Screening CCc1ccc(OCc2nnc(NC(=O)c3cccs3)s2)cc1 returned AID2073 6%, NTR1 agonist -0.5, West Nile antiviral 0.7%, UTI89 phage lysis 0.3%, SV40 large T antigen 7%, RSV CPE inhibition 0.9%, Siah-1 displacement 1%, Rac1 GTP hydrolysis 10%, NS5 inhibitors -3% and NTR1 agonist cell count 20 µM 63.
Screening CCCc1nnc(SCC(=O)Nc2nc(C)cs2)n1CCOC returned AID2073 9%, NTR1 agonist 0.1, West Nile antiviral 0.1%, UTI89 phage lysis 0.2%, SV40 large T antigen 9%, RSV CPE inhibition 1.1%, Siah-1 displacement 4%, Rac1 GTP hydrolysis 2%, NS5 inhibitors -3% and NTR1 agonist cell count 20 µM 52.
For Cc1ccc(C(=O)/C=C/Nc2ccc3c(c2)OCO3)cc1 the results were AID2073 -6%, NTR1 agonist 1.0, West Nile antiviral 0.3%, UTI89 phage lysis 0.9%, SV40 large T antigen -4%, RSV CPE inhibition 9.2%, Siah-1 displacement -2%, Rac1 GTP hydrolysis 3%, NS5 inhibitors 8% and NTR1 agonist cell count 20 µM 64.
O=C1SC(SC(=Nc2ccccc2)Nc2ccccc2)C(=O)N1c1ccccc1 (stereo unspecified) was read as AID2073 -13%, NTR1 agonist 0.0, West Nile antiviral -0.2%, UTI89 phage lysis -0.5%&1.0%, SV40 large T antigen 19%, RSV CPE inhibition 1.8%, Siah-1 displacement -6%, Rac1 GTP hydrolysis 1%&10%, NS5 inhibitors -2%&-3% and NTR1 agonist cell count 20 µM 38.
For COc1ccc(Nc2nnc(-c3ccc(C)cc3)c3ccccc23)cc1C(=O)N1CCCCC1 the results were AID2073 38%, NTR1 agonist 12, West Nile antiviral -0.7%, UTI89 phage lysis 0.3%, SV40 large T antigen 9%, RSV CPE inhibition 3.2%, Siah-1 displacement 0%, Rac1 GTP hydrolysis 13%, NS5 inhibitors -6% and NTR1 agonist cell count 20 µM 89.
`CC(C)CN(CCCNC(=O)CN1C(=O)COc2ccc(S(=O)(=O)N3CCC(C)CC3)cc21)CC(C)C` gave AID2073 -4%, NTR1 agonist -0.1, West Nile antiviral -0.9%, UTI89 phage lysis 0.4%, SV40 large T antigen 7%, RSV CPE inhibition -1.0%, Siah-1 displacement -2%, Rac1 GTP hydrolysis 12%, NS5 inhibitors 5% and NTR1 agonist cell count 20 µM 57.
For Cc1ccc(OCCN2C(=O)OC(C)(C)C2(C)O)cc1 (stereo unspecified) the results were AID2073 -4%, NTR1 agonist -1.7, West Nile antiviral -0.4%, UTI89 phage lysis 1.2%, SV40 large T antigen 0%, RSV CPE inhibition 0.8%, Siah-1 displacement 4%, Rac1 GTP hydrolysis 5%, NS5 inhibitors -12% and NTR1 agonist cell count 20 µM 90.
For CCCNC(=O)c1noc2c1CCc1ccccc1-2 the results were AID2073 16%, NTR1 agonist -4.1, West Nile antiviral 0.2%, UTI89 phage lysis 0.3%, SV40 large T antigen 3%, RSV CPE inhibition 2.0%, Siah-1 displacement 5%, Rac1 GTP hydrolysis 4%, NS5 inhibitors -1% and NTR1 agonist cell count 20 µM 68.
Screening CN(C)C(=O)COC(=O)c1ccccc1Nc1ccc(SC(F)F)cc1 returned AID2073 14%, NTR1 agonist -0.4, West Nile antiviral inconclusive, UTI89 phage lysis 0.3%, SV40 large T antigen 8%, RSV CPE inhibition 4.8µM*, Siah-1 displacement 0%, Rac1 GTP hydrolysis 8%, NS5 inhibitors -5% and NTR1 agonist cell count 20 µM 87.
Screening CCOc1ncccc1C(=O)OCC(=O)c1ccc(Cl)s1 returned AID2073 -2%, NTR1 agonist -1.3, West Nile antiviral -0.1%, UTI89 phage lysis 2.9%, SV40 large T antigen -3%, RSV CPE inhibition 1.5%, Siah-1 displacement -1%, Rac1 GTP hydrolysis 5%, NS5 inhibitors 2% and NTR1 agonist cell count 20 µM 54.
For O=C(Cn1ccc(NC(=O)OCc2ccccc2)nc1=O)NCCCc1ccccc1 the results were NTR1 agonist 5.8, UTI89 phage lysis 0.7%, RSV CPE inhibition -1.6%, Rac1 GTP hydrolysis 10%, NS5 inhibitors 0% and NTR1 agonist cell count 20 µM 57.
`CC(=O)NC1=NN(C(C)=O)C(c2ccccn2)S1` (stereo unspecified) gave AID2073 4%, NTR1 agonist 0.5, West Nile antiviral 0.8%, UTI89 phage lysis 0.6%, SV40 large T antigen 15%, RSV CPE inhibition 3.4%, Siah-1 displacement -4%, Rac1 GTP hydrolysis 4%, NS5 inhibitors -5% and NTR1 agonist cell count 20 µM 42.
Screening CCCn1c(SCCc2ccccc2)nc2c1c(=O)[nH]c(=O)n2C returned AID2073 15%, NTR1 agonist 2.5, West Nile antiviral 0.4%, UTI89 phage lysis -0.1%, SV40 large T antigen 18%, RSV CPE inhibition 4.4%, Siah-1 displacement 1%, Rac1 GTP hydrolysis -3%, NS5 inhibitors -5% and NTR1 agonist cell count 20 µM 65.
For CC1(C)C(=O)Nc2ccccc2N1C(=O)COC(=O)c1cccnc1 the results were NTR1 agonist -0.5, UTI89 phage lysis -0.1%[50 µM], RSV CPE inhibition -1.0%, Rac1 GTP hydrolysis 3%, NS5 inhibitors -12% and NTR1 agonist cell count 20 µM 52.
Screening COc1ccc(/C=N/NC(=S)NCCc2ccccc2)cc1 returned AID2073 2%, NTR1 agonist 6.8, West Nile antiviral -0.3%, UTI89 phage lysis -0.2%, SV40 large T antigen 7%, RSV CPE inhibition 0.5%, Siah-1 displacement 1%, Rac1 GTP hydrolysis 7%, NS5 inhibitors -5% and NTR1 agonist cell count 20 µM 97.
`COc1ccc(/C=C(\NC(=O)c2ccc(C)cc2)C(=O)Nc2ccc(C(=O)O)cc2)cc1` gave AID2073 11%, NTR1 agonist -0.4, West Nile antiviral -0.3%, UTI89 phage lysis 0.0%, SV40 large T antigen 8%, RSV CPE inhibition 0.6%, Siah-1 displacement 17%, Rac1 GTP hydrolysis 5%, NS5 inhibitors -3% and NTR1 agonist cell count 20 µM 85.
COC(=O)c1cccnc1-n1c(=O)c2cccnc2n(Cc2cccc([N+](=O)[O-])c2)c1=O was read as AID2073 6%, NTR1 agonist 0.9, West Nile antiviral -0.8%, UTI89 phage lysis -0.1%, SV40 large T antigen 6%, RSV CPE inhibition 0.3%, Siah-1 displacement 4%, Rac1 GTP hydrolysis 12%, NS5 inhibitors 0% and NTR1 agonist cell count 20 µM 73.
COc1ccc(C(=O)NCc2ccc(-c3nc4ccccc4s3)cc2)cc1OC was read as AID2073 10%, NTR1 agonist 8.9, West Nile antiviral -0.6%, UTI89 phage lysis 0.1%, SV40 large T antigen 3%, Siah-1 displacement -1%, Rac1 GTP hydrolysis 12%, NS5 inhibitors 2% and NTR1 agonist cell count 20 µM 44.
Screening CCCOC(=O)CCCCC1SCC(NC(=O)OC)C1NC(=O)OC (stereo unspecified) returned AID2073 -5%, NTR1 agonist -0.3, West Nile antiviral -0.5%, UTI89 phage lysis 2.7%, SV40 large T antigen 7%, RSV CPE inhibition -0.6%, Siah-1 displacement 2%, Rac1 GTP hydrolysis -1%, NS5 inhibitors -3% and NTR1 agonist cell count 20 µM 48.
For CCOc1ccccc1NC(=O)CCc1c(C)nn(-c2ccc(N3CCCCC3)nn2)c1C the results were AID2073 15%, NTR1 agonist -0.5, West Nile antiviral 0.4%, UTI89 phage lysis 0.1%, SV40 large T antigen 3%, RSV CPE inhibition 1.3%, Siah-1 displacement -7%, Rac1 GTP hydrolysis 7%, NS5 inhibitors -1% and NTR1 agonist cell count 20 µM 74.

Grouped by structure: the compounds so far with a Cl atom
COc1ccc(C(=O)N(CC2CCCO2)C(C(=O)NC2CCCC2)c2ccc(Cl)cc2)cc1OC (stereo unspecified) was read as AID2073 -5%, NTR1 agonist 2.5, West Nile antiviral -1.1%, UTI89 phage lysis -0.5%, SV40 large T antigen 6%, RSV CPE inhibition 6.5%, Siah-1 displacement 1%, Rac1 GTP hydrolysis -14%, NS5 inhibitors 10%, NTR1 agonist cell count 20 µM 76 and NS5 inhibitors pilot replicate 0.9.
Screening CCOc1ncccc1C(=O)OCC(=O)c1ccc(Cl)s1 returned AID2073 -2%, NTR1 agonist -1.3, West Nile antiviral -0.1%, UTI89 phage lysis 2.9%, SV40 large T antigen -3%, RSV CPE inhibition 1.5%, Siah-1 displacement -1%, Rac1 GTP hydrolysis 5%, NS5 inhibitors 2% and NTR1 agonist cell count 20 µM 54.

From PubChem
